Hsp90 Hop PPI = qHTS Assay for Disrupters of an Hsp90 Co-Chaperone Interaction | AlphaScreen TPR2A-His6 binding biotin-Hsp90 C-terminal peptide | Potency, µM (titrated, usually from 57 µM), inactives show at the highest dose activity change, negative = inhibition | 0.44% of 71,000 active | AID 595, 2007; active = well fitted curve in either direction with a large enough effect; inconclusive = small, poorly fitted or top-dose-only effect, or another doubt; also: potency is read from the fitted curve at half-maximal effect; % is scaled to controls: 0 for no effect and ±100 for the full control effect; many of its hits are not listed in these tables
4MU fluor = qHTS Assay for Spectroscopic Profiling in 4-MU Spectral Region | compound autofluorescence, 340/450 nm, 4-MU equivalents; hits give high values | max dye-equivalent concentration, M | 11% of 59,000 active | AID 589, 2007; in the data active = max dye-equivalent concentration above about 10 nM; inconclusive = mostly about 1.1 nM to 9.6 nM
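Compounds in 100 mM Tris, pH 8.0, incubated 15 min at room temperature, then fluorescence read at 340 nm excitation/450 nm emission. Signal converted to 4-MU dye-equivalent concentration using an on-plate six-point 4-MU standard curve.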
Ub-GFP proteasome = Ubiquitin-GFP Assay; Ubiquitin-GFP reporter cells, proteasome inhibition, GFP fluorescence; response scale: untreated = 0%, 10 µM MG-132 = 100%; 67,000 tested, under 10 active; Potency, µM (series often up to 45.9 µM), without a hit: at the highest dose activation (GFP accumulation), most hits filed as activators; active = well fitted activation curve with a large enough effect, not every such curve was filed as active; inconclusive = small, poorly fitted or top-dose-only effect, or another doubt; inactive = no such curve, though single readings can be large or run the other way; also: potency is read from the fitted curve at half-maximal effect
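Proteasome block read as GFP accumulation: ubiquitin(G76V)-GFP U2OS cells exposed to compound (2.9 nM–46 uM) for 4 hr at 37 C. Normalization used untreated cells as 0% and 10 uM MG-132 as 100%; concentration-response curves fitted.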
BRCT PPI green = qHTS Assay for Inhibitors of BRCT-Phosphoprotein Interaction (Green Fluorophore); Breast cancer type 1 susceptibility protein (Homo sapiens), P38398; BRCA1 BRCT-phosphopeptide binding, green fluorescence polarization; Potency, µM (top dose mostly 76.9 µM), without a hit: at the highest dose activity change, negative = inhibition, actives largely listed as inhibitors; 0.05% of 75,000 active; AID 875, 2007;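 also: potency is read from the fitted curve at half-maximal effect; plate controls were peptide without protein for full effect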
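Compounds were incubated for 12 min at room temperature with a complex of 100 nM fluorescein-tagged pBACH1 decapeptide and 250 nM His-tagged BRCT protein. Buffer was phosphate pH 7.3 with EDTA, DTT and Tween 20. Disruption of binding lowers the polarization signal.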
BRCT PPI red = qHTS Assay for Inhibitors of BRCT-Phosphoprotein Interaction (Red Fluorophore); Breast cancer type 1 susceptibility protein (Homo sapiens), P38398; BRCT-phosphopeptide binding, red fluorescence polarization; Potency, µM (doses to about 76.9 µM), without a hit: at the top dose activity change, negative = inhibition, usual class: inhibitors; 0.03% of 75,000 active; AID 892, 2007; also: % is scaled to controls: 0 for no effect and ±100 for the full control effect
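Rhodamine-labelled pBACH1 10-mer (100 nM) bound to BRCT domain (100 nM) at pH 7.3; compounds incubated 12 min room temperature, polarization read. Free peptide defines full inhibition; unlabelled decapeptide titrated as control.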
ALOX15 inhib = qHTS Assay for Inhibitors of 15-hLO (15-human lipoxygenase); purified 15hLO-1, xylenol orange hydroperoxide absorbance; Polyunsaturated fatty acid lipoxygenase ALOX15 (Homo sapiens), P16050; 1.4% of 74,000 active; Potency, µM (top dose mostly 57.1 µM), for inactives: at the highest dose activity change, negative = inhibition, actives largely listed as inhibitors; also: potency is read from the fitted curve at half-maximal effect; % is scaled to controls: 0 for no effect and ±100 for the full control effect; nearly all actives have a fitted effect of over 55% in size
Target sequence (P16050 whole entry, looked up): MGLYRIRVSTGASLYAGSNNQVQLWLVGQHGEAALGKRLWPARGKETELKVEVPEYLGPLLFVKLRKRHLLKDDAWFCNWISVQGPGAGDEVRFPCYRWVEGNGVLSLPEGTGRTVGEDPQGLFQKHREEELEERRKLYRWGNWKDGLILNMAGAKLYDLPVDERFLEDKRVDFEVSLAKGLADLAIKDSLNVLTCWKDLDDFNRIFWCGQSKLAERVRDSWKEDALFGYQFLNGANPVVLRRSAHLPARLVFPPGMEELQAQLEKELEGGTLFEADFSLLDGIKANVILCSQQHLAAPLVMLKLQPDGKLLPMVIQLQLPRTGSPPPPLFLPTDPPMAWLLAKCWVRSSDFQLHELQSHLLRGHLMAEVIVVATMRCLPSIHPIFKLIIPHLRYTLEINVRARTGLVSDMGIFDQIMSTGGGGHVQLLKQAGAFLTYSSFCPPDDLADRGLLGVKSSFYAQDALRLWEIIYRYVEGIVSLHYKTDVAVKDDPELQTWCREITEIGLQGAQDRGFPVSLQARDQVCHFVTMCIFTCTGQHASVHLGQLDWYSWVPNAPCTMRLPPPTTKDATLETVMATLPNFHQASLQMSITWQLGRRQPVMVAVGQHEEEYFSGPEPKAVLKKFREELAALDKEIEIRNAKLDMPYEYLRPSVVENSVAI
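Purified human 15hLO-1 (40 nM) in 25 mM Hepes pH 7.5, 0.01% Triton X-100, preincubated 15 min RT with compound, then 50 uM arachidonic acid for 6 min. Hydroperoxide read by ferrous/xylenol orange, 30 min; 573/405 nm absorbance ratio gave progress.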
A350 autofl = qHTS Assay for Spectroscopic Profiling in A350 Spectral Region. Compound autofluorescence, 340/450 nm, Alexa 350 dye-equivalents; hits give high values. max dye-equivalent concentration, M. 11% of 59,000 active; in the data active = max dye-equivalent concentration above about 10 nM; inconclusive = mostly about 1.1 nM to 9.6 nM
Epigenetic mod = qHTS Assay for Epigenetic Modulators; mouse C127i GFP locus derepression, cytometry, 30 h; Potency, µM (top dose mostly 46.1 µM), inactives show at the highest dose GFP derepression (activation); 0.09% of 68,000 active; AID 597, 2007; also: % of control where 0% means no effect
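Derepression screen: silenced CMV-GFP reporter in murine C127i cells, 30 h compound incubation at 37 C, washed cells imaged by laser-scanning cytometer to enumerate GFP-expressing objects of 20 to 120 um.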
CRE Fsk mod = Cell signaling CRE-BLA (Fsk stim) | CHO CRE-bla reporter (cAMP response element driving beta-lactamase), forskolin EC10, beta-lactamase ratio | Potency, µM (doses to about 38.2 µM), for inactives: at the top dose activity change, negative = inhibition, most hits filed as activators | 2.5% of 71,000 active; active = well fitted activation curve with a large enough effect in the signal ratio, with a control signal flat, not every such curve was filed as active; inconclusive = small, poorly fitted or top-dose-only effect, or effect the other way, or a change in a side signal; the % refers to the signal ratio; also: potency is read from the fitted curve at half-maximal effect; % of control where 0% means no effect
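Titrated compounds plus EC10 NKH 477 on CHO CRE-bla cells, 3 h, 37 °C. CCF4, 2 h RT. Ratio 460/530 nm → AC50.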
DNA Pol III inh = qHTS Assay for Inhibitors of DNA Polymerase III Holoenzyme System; Potency, µM (titrated, usually from 57.1 µM), without a hit: top-dose activity change, negative = inhibition; 0.25% of 71,000 active; reconstituted DNA polymerase III holoenzyme replication, biochemical; also: potency is read from the fitted curve at half-maximal effect; % is scaled to controls: 0 for no effect and ±100 for the full control effect
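Reconstituted *E. coli* holoenzyme (0.35 nM Pol III, 1 nM beta, 154 nM SSB, 2 nM primase) was preincubated with compound for 15 min at RT. Synthesis on 1.4 nM ssM13Gori ran 35 min, then was stopped with PicoGreen/EDTA and read as dsDNA fluorescence.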
HBB splicing = qHTS Assay for Modulators of Hemoglobin Beta Chain Splicing. HBB splicing reporter cell assay, activation; EGFP reporter with mutant IVS2-654 intron; response scale: normalised to 500 nM splice-correcting PNA. Potency, µM (series often up to 46.1 µM), inactives show at the highest dose activation, actives largely listed as activators. 0.06% of 65,000 active. AID 925, 2007; also: potency is read from the fitted curve at half-maximal effect; 0% is about no effect
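Compounds were applied for 2 days to HeLa EGFP-654 cells, 500/well in Optimem with 2% FCS. The reporter's EGFP is disrupted by mis-splicing of beta-globin intron IVS2-654. Readout: summed well GFP fluorescence from 488 nm laser scanning; reference was 500 nM antisense […] 654 PNA.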
The depositor's hits bear a star; i = inactive; ? = inconclusive; nt = not tested or not shown; [ ] = another dose, or the depositor's remark. Unless noted, calls follow the shape of the dose curve; as a rule, active = well fitted curve in the direction sought with a large enough effect; inconclusive = small, poorly fitted or top-dose-only effect, or another doubt; inactive = no such curve, though single readings can be large; an effect the other way counts as inactive or inconclusive.

SMILES | Hsp90 Hop PPI | 4MU fluor | Ub-GFP proteasome | BRCT PPI green | BRCT PPI red | ALOX15 inhib | A350 autofl | Epigenetic mod | CRE Fsk mod | DNA Pol III inh | HBB splicing
C=CCOC(=O)CCP(=O)(CCC(=O)OCC=C)c1ccccc1 | -4% | nt | -9% | 0.8% | -1.6% | 11% | nt | 4% | 0% | 2% | 0.1%
Cc1ccc2[nH]c(-c3ccccc3)cc(=O)c2c1 | -6%[11 µM] | nt | -1%[9.17 µM] | 0.3% | -1.0% | 1%[11.4 µM] | nt | 0% | 1.6µM* | -1%[11.4 µM] | -3.7%[0.0738 µM]
Cc1nc(N2CCOCC2)[nH]c(=O)c1CCC(C)C | -2% | i | 6% | 0.0% | -1.2% | 1% | i | -3% | ? | -4% | -0.4%
CC1(C)CC(=O)C2=C(C1)OC(N)=C(C#N)C21CCN(Cc2ccccc2)CC1 | ? | 4.4e-08M* | 1% | -3.9% | -5.1% | -30% | 5.2e-08M* | -1% | -13% | 2% | 3.3%
CC(C)(CS)C(=O)N1CCC[C@H]1C(=O)O | -3%[26 µM] | i | -1%[20.5 µM] | -3.6%[34.4 µM] | -0.7%[34.4 µM] | 5%[25.6 µM] | i | -1%[20.6 µM] | -2%[17.1 µM] | -4%[25.6 µM] | 0.1%[20.6 µM]
CCNC(=O)CC1C(=O)N(c2ccc(F)cc2)C(=O)N1CCC(C)C (configuration not stated) | -3% | i | 0% | -0.7% | 0.6% | 31%[activator] | i | -8% | -8% | 1% | 9.2%
CC(C)(C)n1nnnc1C(c1ccccc1F)N(Cc1ccco1)CC1CCCO1 (configuration not stated) | -3% | i | -6% | -3.0% | -0.8% | 4% | i | 1% | -2% | -1% | nt
COc1ccc(-n2c(SCCC#N)nnc2-c2cc(Cl)ccc2OC)cc1Cl | -3% | i | 5% | 0.4% | -3.0% | -15% | i | -1% | ? | 3% | -1.3%
C/C(=C\C(=O)c1ccc(C)cc1)Nc1cccc(O)c1 | -18% | nt | 0% | 2.0% | -0.1% | -4% | nt | 3% | -3% | 0% | -3.1%
CCN(CC)CCNC(=O)CS(=O)Cc1nc(-c2ccc(Cl)cc2)oc1C (configuration not stated) | -4% | i | -7% | -0.8% | -0.5% | 0% | i | -1% | -13% | 0% | -0.5%
O=C(NS(=O)(=O)c1ccccc1)c1ccccc1F | -3% | i | 2% | -0.4% | 1.8% | 0% | i | -3% | -27% | -1% | -0.3%
O=C(CSc1nccc2ccccc12)N1CCN(c2ccccn2)CC1 | -5% | nt | 0% | 1.3% | 1.1% | -7% | nt | -2% | 0% | 2% | -0.4%
Cc1ccc(-c2nnn(CC(=O)Nc3cccc4cccnc34)n2)o1 | -2% | i | 2% | 26% | 1.6% | ? | i | 1% | 30% | -4% | nt
Cc1ccc(C(=O)C2=C(O)C(=O)N(CCN(C)C)C2c2ccccn2)o1 (configuration not stated) | -19% | i | -2% | -4.0% | -0.4% | -1% | ? | -3% | -4% | 0% | -1.1%
O=C(Nc1nnc(-c2ccccc2)o1)Nc1ccccc1Cl | -1% | nt | 0% | -1.7% | 0.0% | 2% | nt | -2% | -8% | 4% | 1.4%
COc1cc(NC(=O)c2c(-c3ccccc3Cl)noc2C)c2ncccc2c1 | 5% | nt | 8% | -1.7% | 1.0% | 2% | nt | 7% | ? | 0% | -0.5%[9.22 µM]
COc1ccc(OC)c(S(=O)(=O)N(C)CC(=O)N2CCN(c3ccccc3F)CC2)c1 | 3% | i | 5% | -1.7% | 0.4% | 4% | i | 0% | -25% | 5% | 1.2%
Cc1ccc2nc(SCC(=O)NC(=O)NCc3ccco3)[nH]c2c1 | -8% | i | -2% | 1.4% | -1.1% | -28% | i | 0% | -21% | 0% | -0.8%
CC1=NN(c2ccccc2)C(=O)[C@@H]1N=Nc1ccc(S(N)(=O)=O)cc1 | -12%[11 µM] | i | -5%[9.17 µM] | -1.8%[15.4 µM] | 1.4%[15.4 µM] | 4%[11.4 µM] | i | -3%[9.22 µM] | 4%[7.6 µM] | -11%[11.4 µM] | 1.7%[9.22 µM]
Cc1ccc(S(=O)(=O)c2c(C)nn(C(C)(C)C)c2OC(=O)C2CCCC2)cc1 | 26% | i | 17% | 0.1% | -0.3% | -13% | i | 3% | -14% | -7% | -0.6%

Entries shown so far that contain an aryl methoxy group (3):
SMILES | Hsp90 Hop PPI | 4MU fluor | Ub-GFP proteasome | BRCT PPI green | BRCT PPI red | ALOX15 inhib | A350 autofl | Epigenetic mod | CRE Fsk mod | DNA Pol III inh | HBB splicing
COc1ccc(-n2c(SCCC#N)nnc2-c2cc(Cl)ccc2OC)cc1Cl | -3% | i | 5% | 0.4% | -3.0% | -15% | i | -1% | ? | 3% | -1.3%
COc1cc(NC(=O)c2c(-c3ccccc3Cl)noc2C)c2ncccc2c1 | 5% | nt | 8% | -1.7% | 1.0% | 2% | nt | 7% | ? | 0% | -0.5%[9.22 µM]
COc1ccc(OC)c(S(=O)(=O)N(C)CC(=O)N2CCN(c3ccccc3F)CC2)c1 | 3% | i | 5% | -1.7% | 0.4% | 4% | i | 0% | -25% | 5% | 1.2%

(cont.)
SMILES | Hsp90 Hop PPI | 4MU fluor | Ub-GFP proteasome | BRCT PPI green | BRCT PPI red | ALOX15 inhib | A350 autofl | Epigenetic mod | CRE Fsk mod | DNA Pol III inh | HBB splicing
CCn1cc(SCC(N)=O)c2ccccc21 | -1% | nt | -3% | -1.0% | ? | 3% | nt | nt | 2% | -4% | 0.5%
CC(=O)Nc1nc2n(n1)C(c1ccc(Cl)cc1)C=C(C)N2 (configuration not stated) | -3% | 2.2e-06M* | 4% | -4.2% | -2.0% | 10% | 1.8e-06M* | 0% | ? | -6% | nt
O=C(NCc1cccs1)c1nn2cccnc2c1Cl | -6% | i | 16% | 1.7% | -2.0% | 7% | i | 4% | ? | -2% | -0.3%
CCc1c(C)sc(NC(=O)c2ccco2)c1C(=O)N1CCOCC1 | -4% | ? | 2% | -2.1% | -0.5% | -6% | ? | -2% | 4% | 2% | -0.9%
O=C(c1ccco1)N1CCN(CC(=O)N2CCCc3c2c(=O)oc2ccc(O)cc32)CC1 | -3% | ? | -5% | 1.2% | 0.4% | 9% | ? | 2% | -1% | -10% | -0.3%
CCOC(=O)Nc1ccc2c(c1)N(C(=O)CN1CCN(C)CC1)c1ccccc1S2 | -4% | i | -7% | -1.2% | 0.6% | -13% | i | -2% | 23% | -6% | 5.0%[1.84 µM]
CN(C)c1ncc2nc(-c3ccc(Cl)cc3)c(=O)n(C)c2n1 | -3% | 1.8e-08M* | 1% | -1.2% | -0.7% | 4% | 2.4e-08M* | 0%[9.22 µM] | 2.5µM* | -11% | 1.4%
CC(C)N1C(=O)CCC1C(=O)N1CCC(Cc2ccccc2)CC1 (configuration not stated) | -2% | nt | -15% | 0.6% | 1.4% | 1% | nt | 0% | -2% | -2% | 0.2%
Cc1cc(C)c2nc3s/c(=C/c4ccc5c(c4)n(C)c(=O)n5C)c(=O)n3c2c1 | -2% | i | -7% | -2.7% | -0.1% | -5% | i | 1% | 2% | -1% | 2.8%
Cn1cccc1Cc1nnc(SCC(=O)N2CCc3ccccc32)n1CCc1ccccc1 | -24% | nt | 2% | 3.1% | -1.2% | -23% | nt | 3% | -3% | 2% | -0.5%
Cc1cc(C)n(S(=O)(=O)c2cccc(Cl)c2Cl)n1 | 4% | nt | -8% | 0.4% | -0.8% | -2% | nt | 5% | -2% | -4% | -6.1%

In the list so far, these have a thiophene ring, fused or not.
SMILES | Hsp90 Hop PPI | 4MU fluor | Ub-GFP proteasome | BRCT PPI green | BRCT PPI red | ALOX15 inhib | A350 autofl | Epigenetic mod | CRE Fsk mod | DNA Pol III inh | HBB splicing
O=C(NCc1cccs1)c1nn2cccnc2c1Cl | -6% | i | 16% | 1.7% | -2.0% | 7% | i | 4% | ? | -2% | -0.3%
CCc1c(C)sc(NC(=O)c2ccco2)c1C(=O)N1CCOCC1 | -4% | ? | 2% | -2.1% | -0.5% | -6% | ? | -2% | 4% | 2% | -0.9%

Screening data as filed in PubChem.
